Source: PubChem BioAssay
CXCR6 block – inhibitors of human CXCR6 receptor; O00574; CHO-K1 PathHunter CXCR6 beta-arrestin, luminescence; inhibition, % at 20 µM; hit rate 0.36% among 360,000; in the data active = inhibition above about 34%, passing the limit was not always enough;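 note: antagonist mode with CXCL16 agonist at 10 nM final; 0% = 10 nM CXCL16 with DMSO and 100% = unstimulated wells without agonist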
Target sequence (O00574 whole entry, looked up): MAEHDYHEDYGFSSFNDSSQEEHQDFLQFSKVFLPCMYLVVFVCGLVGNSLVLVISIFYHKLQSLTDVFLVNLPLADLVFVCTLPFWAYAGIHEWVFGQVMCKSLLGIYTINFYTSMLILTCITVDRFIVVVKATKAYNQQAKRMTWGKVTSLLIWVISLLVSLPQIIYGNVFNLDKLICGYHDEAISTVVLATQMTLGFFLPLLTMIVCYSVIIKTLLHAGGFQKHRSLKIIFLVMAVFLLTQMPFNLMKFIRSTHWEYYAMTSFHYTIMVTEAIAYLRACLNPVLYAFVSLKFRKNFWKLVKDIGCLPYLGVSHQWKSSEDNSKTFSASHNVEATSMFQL
UPR CHOP act – apoptotic UPR (CHOP) activation | CHO-CHOP luciferase reporter, luminescence; percent of tunicamycin response over DMSO baseline | activation, % at 10 µM | hit rate 0.34% among 330,000;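 active = at 10 µM dose, activation of 40% or more, normalized to positive control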;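 note: 100% = tunicamycin at 10 µg/mL and 0% = DMSO alone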
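Assay system: CHO cells with stable CHOP pathway luciferase reporter; Buffer or medium: F12 plus 10% serum; Times: 16-18 h cell attachment, then 6 h compound exposure, 37 °C; Signal: luciferase luminescence; Read-out basis: percent activation relative to tunicamycin control; Control set: tunicamycin high control, DMSO low control.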
Mdm2 MdmX PPI – disrupts the human Mdm2-MdmX interaction; O15151+Q00987; SaOS-2 split-luciferase Mdm2/MdmX complementation, luminescence; inhibition, % at 8 µM; hit rate 3% among 330,000; AID 485346;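 active = inhibition of at least 50% at 8 µM in the primary screen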
TIM10 inh – inhibits growth of TIM10 yeast strain | hit rate 1.4% among 330,000 | inhibition, % at 10 µM | S. cerevisiae TIM10 strain growth, BacTiter-Glo luminescence, 24 h;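 active = inhibition of 40% or more at the single tested concentration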;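 note: wild-type TIM10 isogenic control strain grown at permissive 25 °C; 0% = DMSO yeast wells and 100% = minimal medium wells without yeast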
APJ ag – activates the human apelin receptor APJ; P35414; CHO-K1 APJ PathHunter beta-arrestin, luminescence; 0% DMSO wells, 100% apelin; activation, % at 20 µM; hit rate 0.11% among 330,000; AID 2520;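 active = activation more than six SD over the plate average, tested at 20 µM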;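 note: 0% = DMSO alone and 100% = apelin-13 at 10 nM; some results filed as inactive read as strong as hits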
Target sequence (P35414 whole entry, looked up): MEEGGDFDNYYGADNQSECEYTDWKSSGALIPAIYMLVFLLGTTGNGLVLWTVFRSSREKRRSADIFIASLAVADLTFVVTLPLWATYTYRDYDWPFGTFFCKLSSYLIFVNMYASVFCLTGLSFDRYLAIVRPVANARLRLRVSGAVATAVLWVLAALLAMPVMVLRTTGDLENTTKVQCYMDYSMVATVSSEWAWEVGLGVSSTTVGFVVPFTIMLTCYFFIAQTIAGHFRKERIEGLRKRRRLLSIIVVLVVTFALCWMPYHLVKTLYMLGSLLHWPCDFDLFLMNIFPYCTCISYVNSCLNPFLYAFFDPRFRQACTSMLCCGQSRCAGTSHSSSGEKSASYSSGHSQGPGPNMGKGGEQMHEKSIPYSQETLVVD
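Test system – PathHunter CHO-K1 APJ (AGTRL-1) beta-arrestin reporter cells · Input – 1000 cells/well · Compound – single test compound dose, 20 µM final, 1% DMSO · Times – compound stimulation 90 min at 25 °C, detection 60 min · Technique – beta-gal luminescence · Read-out basis – APJ–arrestin association signal · Control set – negative DMSO alone, positive Apelin-13 at 10 nM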
tim10-1 inh – growth inhibitors of tim10-1 mutant yeast; AID 463190; inhibition, % at 20 µM; S. cerevisiae tim10-1 ts strain growth, BacTiter-Glo, 24 h; hit rate 2.2% among 330,000;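 active = inhibition of at least 40%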;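 note: mutant grown at 25 °C; 0% = DMSO wells with yeast and 100% = wells holding no yeast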
tim23-1 inh – tim23-1 yeast growth inhibition; hit rate 1.3% among 330,000; S. cerevisiae tim23-1 growth, BacTiter-Glo luminescence, 24 h; inhibition, % at 20 µM;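 active = growth inhibition of the mutant yeast at or above 50%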;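 note: temperature-sensitive mutant grown at 25 °C; plate controls were DMSO-treated mutant yeast for no effect and medium wells lacking yeast for full effect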
UPR XBP1 act – activators of adaptive arm of unfolded protein response (XBP1); AID 463104; hit rate 0.33% among 330,000; activation, % at 20 µM; CHO-XBP1 luciferase reporter, IRE1-XBP1 UPR activation, luminescence; percent of tunicamycin response, DMSO as zero;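 active = versus positive control, 20 µM dose yields 30% or more activation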;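 note: 100% = tunicamycin at 10 µg/mL and 0% = DMSO only wells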
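Material – CHO cell line with stable XBP1 luciferase reporter · Buffer or medium – F12 plus 10% FBS · Compound – single point, 20 µM final compound, 1% DMSO · Schedule – 16-18 h cell attachment at 37 °C, then 6 h compound exposure · Signal – Steady-Glo luminescence read · Benchmarks – high control tunicamycin 10 µg/mL final, low control DMSO vehicle only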
APJ antagonist – blocks the human apelin receptor APJ; P35414; CHO-K1 APJ beta-arrestin complementation, luminescence; inhibition, % at 20 µM; hit rate 0.32% among 330,000;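 active = inhibition above about 40% at 20 µM, limit read from the data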;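 note: cells challenged with 10 nM apelin-13 agonist together with compound; plate controls were apelin-13 plus DMSO wells for no effect and DMSO wells lacking apelin-13 for full effect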
Active calls of the source: *; / = no result given.

SMILES | CXCR6 block | UPR CHOP act | Mdm2 MdmX PPI | TIM10 inh | APJ ag | tim10-1 inh | tim23-1 inh | UPR XBP1 act | APJ antagonist
CN(CC(=O)NCc1cccnc1)S(=O)(=O)c1ccc(F)cc1 | -6 | 0.5 | 7 | 7 | -3 | -8 | 6 | 1 | 29
Cc1nn(-c2ccccc2)c(Cl)c1/C=N/NC(=O)c1cccc(S(=O)(=O)N2CCCC2)c1 | 3 | 2.9 | 1 | -22 | -3 | -18 | -16 | 4 | -15
CCN(C(=O)c1cc2c(C)nc3ccccc3c2o1)c1cc(Cl)ccc1OC | 3 | 0.7 | 13 | -22 | 0 | -8 | 39 | 1 | 4
Cc1ccc(C(=O)Nc2ccc(C(=O)O)cc2NC(=O)c2ccc(C)cc2)cc1 | 5 | -0.8 | -5 | 5 | 0 | 11 | 16 | -7 | 19
CCOC(=O)c1sc(SCc2ccccc2)c2c1CC(C)(C)CC2=O | -3 | 1.6 | 16 | 10 | -7 | 11 | 12 | 0 | -5
Cc1ccc(S(=O)(=O)NC(C(=O)OCC(=O)NC2CCS(=O)(=O)C2)C(C)C)cc1 (stereo not given) | -9 | -0.9 | 0 | 6 | -4 | 7 | 2 | 2 | 13
COC(=O)c1ccc(COc2ccc(/C=N/O)cc2)o1 | -3 | -0.9 | 21 | 12 | -3 | -7 | 11 | 0 | 1
O=C(NCC(=O)N(CCc1ccccc1)C(C(=O)NC1CCCCC1)c1ccncc1)c1ccco1 (stereo not given) | -6 | -0.5 | 8 | -3 | -3 | 24 | 20 | 0 | 5
CCOC(=O)n1c(=O)oc2cc(S(=O)(=O)N3CCOCC3)ccc21 | -10 | -1.2 | 4 | 14 | -5 | 20 | 17 | 0 | -1
O=C(CSc1nnc(-c2cccs2)n1-c1ccccc1)N1CCOCC1 | -1 | -0.4 | 7 | -3 | 0 | 4 | 6 | 0 | -6
Cc1ccc2nc(N3CCN(C(=O)c4ccc(F)cc4)CC3)c(C#N)cc2c1 | -11 | 1.4 | -17 | 3 | -1 | 7 | 27 | -5 | -6
N#Cc1ccc(CSc2ccc(S(=O)(=O)N3CCCC3)cn2)cc1 | 7 | -0.5 | -26 | 14 | -4 | 13 | 34 | 0 | -5
CC(=O)N1CCN(c2ccc(NCc3ccc(F)cc3)cc2)CC1 | -10 | -2.1 | 9 | 4 | -2 | 4 | 10 | -4 | -15
CCc1nnc(NC(=O)CC23CC4CC(CC(C4)C2)C3)s1 | 3 | -0.3 | 24 | -3 | -3 | -7 | 1 | 2 | -6
CC(Nc1c([N+](=O)[O-])c(=O)oc2ccccc12)c1ccccc1 (stereo not given) | 9 | 1.1 | 12 | 5 | -4 | 10 | 5 | 1 | -2
Cc1ccc(C(=O)OCC(=O)N2CCC(Cc3ccccc3)CC2)cc1N | -1 | 0.4 | 9 | -5 | -3 | 18 | 8 | 1 | -11
O=C(N/N=C/c1cccc(NC(=O)c2ccc(Cl)cc2)c1)c1cccc(O)c1 | 4 | 4.7 | -40 | -4 | 4 | 14 | 6 | -2 | -1
CCCCOc1c(Cl)cc(CNC(C)(C)CO)cc1OCC | -6 | 1.2 | -1 | 1 | -1 | 3 | -4 | 1 | -16
CCn1c2ccccc2c2nnc(SCCN3CCOCC3)nc21 | 7 | 1.0 | -5 | -7 | -2 | -12 | -8 | 1 | 17
Cn1c(=O)c2c(ncn2CC(=O)N/N=C/c2c[nH]c3ccccc23)n(C)c1=O | / | 1.0 | 8 | -2 | -2 | 4 | -12 | 1 | -2
CCOc1ccc(S(=O)(=O)n2ccnc2C)cc1 | / | 1.1 | 20 | 4 | 1 | -2 | -12 | -5 | 5
CCn1c(SCC(=O)NCc2ccc3c(c2)OCO3)nnc1-c1cccs1 | -13 | -0.2 | -9 | -20 | -3 | 19 | -6 | -2 | 9
CCC(C)NCCOCCOc1cc(C)c(Cl)c(C)c1 (stereo not given) | 2 | 0.5 | 35 | -6 | 1 | 6 | 23 | -3 | -9
Cc1c(Br)cc(C(=O)OC2CCN(C)CC2)c(C)c1C | -3 | -1.1 | 32 | 9 | 2 | 5 | 1 | -4 | -17
Cc1sc2ncnc(SCC(=O)NNC(=O)COc3cccc4ccccc34)c2c1C | 5 | -2.3 | 10 | 4 | -4 | 14 | -8 | 1 | -7
COc1ccc(C2C3=C(CCCC3=O)NC3=C2C(=O)c2ccccc23)cc1 (stereo not given) | 23 | 1.6 | 37 | -3 | -7 | -2 | -4 | 0 | 30
COCCNc1ccc(-c2n[nH]c(=O)c3ccccc23)cc1[N+](=O)[O-] | 1 | -1.3 | 10 | -10 | -2 | -13 | 2 | 12 | 11
COc1ccc(CN2C(=O)CN=C2Nc2cccc(C)c2C)cc1 | 5 | -2.2 | -1 | 2 | 3 | 35 | -4 | -3 | 0
COc1cc(/C=N/n2c(C)n[nH]c2=S)ccc1OCc1ccccc1 | 5 | 7.3 | -146 | 9 | 2 | 35 | 26 | 7 | 12
C/C(CC(=O)Nc1cc(C)ccn1)=N\NC(=O)c1ccc(C(C)(C)C)cc1 | 8 | 3.3 | -5 | 4 | -1 | 15 | 20 | 2 | 4

In the list so far, 2 have a nitro group on carbon.
SMILES | CXCR6 block | UPR CHOP act | Mdm2 MdmX PPI | TIM10 inh | APJ ag | tim10-1 inh | tim23-1 inh | UPR XBP1 act | APJ antagonist
CC(Nc1c([N+](=O)[O-])c(=O)oc2ccccc12)c1ccccc1 (stereo not given) | 9 | 1.1 | 12 | 5 | -4 | 10 | 5 | 1 | -2
COCCNc1ccc(-c2n[nH]c(=O)c3ccccc23)cc1[N+](=O)[O-] | 1 | -1.3 | 10 | -10 | -2 | -13 | 2 | 12 | 11

(listing goes on)
SMILES | CXCR6 block | UPR CHOP act | Mdm2 MdmX PPI | TIM10 inh | APJ ag | tim10-1 inh | tim23-1 inh | UPR XBP1 act | APJ antagonist
CC(C)COC(=O)c1ccc2c(c1O)C(=O)c1ccccc1C2=O | -9 | 0.9 | -30 | 47* | 10 | 58* | 49 | -1 | -10
CCCc1cc(=O)[nH]c(SCC(=O)N2CCc3ccccc32)n1 | 8 | -0.5 | -15 | 1 | -3 | 16 | 8 | -2 | 7
CCOc1ccc(NC(=O)CCN2C(=O)C3CCCCC3C2=O)cc1OCC (stereo not given) | 0 | -0.9 | 11 | -4 | 5 | 3 | 0 | -1 | -49
Cn1c(CC(=O)NN)c(Sc2ccccc2)c2ccccc21 | -4 | 1.7 | 16 | 14 | 0 | 21 | 18 | -4 | 12
COc1ccc(CCNC(=O)CCCn2nc(C)c([N+](=O)[O-])c2C)cc1OC | 0 | -0.5 | -10 | 16 | -4 | -1 | 11 | 3 | -3
COc1ccc(Br)cc1/C=N/NC(=O)c1ccc(COc2ccc3c(c2)CCC3)o1 | 2 | 5.0 | 19 | 8 | -2 | 7 | 12 | -2 | 21
Cc1cccc(-c2noc(CCCC(=O)N3CCOCC3)n2)c1 | 4 | -0.5 | -2 | 9 | -2 | 6 | 4 | -1 | -6
O=C(NCc1ccccc1CN1CCCC1)c1cc2cc(Cl)ccc2o1 | 8 | -1.0 | 37 | 0 | -5 | -11 | -6 | -1 | 5
CCOC(=O)c1c(-c2ccccc2)oc2ccc(O)c(CN(C)C)c12 | -4 | -0.8 | 55* | 19 | 3 | 37 | 16 | 0 | -5
COc1ccc(S(=O)(=O)Nc2c(C)n(C)n(-c3ccccc3)c2=O)c(Cl)c1Cl | 4 | 1.9 | 16 | 1 | -2 | -2 | -17 | -4 | 22
Brc1ccsc1/C=N/Nc1ccccc1 | 2 | 6.7 | -27 | 16 | 4 | 11 | 27 | 3 | -7
CCN1CC(CN(C)Cc2nc(-c3cccs3)no2)CC1=O (stereo not given) | -7 | -0.1 | -26 | 10 | 2 | 4 | 7 | -1 | -8
CCN1CCN(Cc2nc3c(c(=O)n(C)c(=O)n3C)n2C(C)C(C)=O)CC1 (stereo not given) | -6 | -0.8 | 17 | -14 | 0 | 12 | 13 | -2 | -13
O=C(Nc1ccc2c(c1)oc1ccccc12)N1CCOCC1 | 7 | 3.5 | -107 | 33 | -3 | 21 | 47 | 5 | 6
COC(=O)c1ccccc1S(=O)(=O)N1Cc2cc([N+](=O)[O-])ccc2Oc2ccccc21 | 14 | -1.3 | -16 | 15 | -4 | 19 | 20 | -4 | 26

Entries listed so far printed as active in Mdm2 MdmX PPI.
| Structure | CXCR6 block | Mdm2 MdmX PPI | TIM10 inh | APJ ag | UPR XBP1 act | APJ antagonist |
| --- | --- | --- | --- | --- | --- | --- |
| CCOC(=O)c1c(-c2ccccc2)oc2ccc(O)c(CN(C)C)c12 | -4 | 55* | 19 | 3 | 0 | -5 |

Other records
SMILES | CXCR6 block | UPR CHOP act | Mdm2 MdmX PPI | TIM10 inh | APJ ag | tim10-1 inh | tim23-1 inh | UPR XBP1 act | APJ antagonist
CC1(c2ccc(OCC(N)=O)cc2)NC(=O)NC1=O (stereo not given) | 7 | -0.8 | -4 | -5 | 0 | 9 | 13 | -1 | -12
CCC(Sc1nc2ncccc2[nH]1)C(=O)N1CCOCC1 (stereo not given) | -6 | -0.7 | -3 | -2 | -4 | -6 | 4 | -2 | 17
Cc1ccccc1Cc1c(C)nc2c(C(=O)N3CCN(Cc4ccc5c(c4)OCO5)CC3)cnn2c1C | 5 | -1.9 | 15 | 23 | -6 | 22 | 31 | -1 | 3
COc1ccc(CC(=O)N2CCN(c3ccccn3)CC2)cc1 | 10 | 1.7 | -8 | 14 | -2 | 11 | -1 | 2 | -11
COc1ccc(C2/C(=C(/O)c3ccc4c(c3)CC(C)O4)C(=O)C(=O)N2Cc2cccnc2)cc1 (stereo not given) | -5 | -0.2 | 12 | -1 | 5 | -15 | 10 | -5 | -57
COc1cccc(C(c2sc3nc(C)nn3c2O)N2CCN(c3ccccc3F)CC2)c1 (stereo not given) | 0 | 0.7 | 5 | 11 | 3 | -5 | 18 | -1 | 1
COc1ccc(C2CC3(O)NC(=O)C(C#N)(C3C)C2(C#N)C#N)cc1 (stereo not given) | -5 | 1.3 | -27 | -4 | -4 | -18 | 6 | -2 | -4
O=C1c2ccccc2-c2onc3ccc(NCCCn4ccnc4)c1c23 | / | -0.9 | 35 | 27 | 6 | 30 | 19 | 1 | -50
O=C(CSc1nc(=O)n2ccccc2n1)OCc1ccccc1 | 2 | -0.9 | -2 | -1 | -1 | -2 | 8 | -1 | -7
CSc1n[nH]c(NCc2ccccc2)n1 | -3 | 0.2 | 0 | -11 | 0 | 15 | 8 | -2 | -3
COc1ccc(NC(=O)COC(=O)c2cc(OC)c(OC)c(OC)c2)c([N+](=O)[O-])c1 | -3 | -2.1 | 13 | -41 | 0 | -1 | -15 | 0 | -10
Cn1c(Cl)c(/C=N/OC(=O)C2CC2)c2ccccc21 | 1 | 1.1 | 15 | 8 | -5 | 6 | 11 | 5 | 0
COc1ccc(C(=O)N2CCC(n3nccc3NC(=O)C3CCOC3)CC2)cc1 (stereo not given) | -19 | -0.6 | 0 | -4 | 8 | -1 | -10 | -6 | 1
Cc1cccc([C@@H]2[C@@H]3C(=O)N(Cc4ccccc4)C(=O)[C@@H]3[C@]3(CC(C)C)C(=O)N(c4cccc(Cl)c4)C(=O)N23)c1 | 4 | 0.9 | 21 | 8 | -1 | 3 | 14 | -1 | 4

An excerpt, so the mix of outcomes need not match the whole.
